Hsp70 activator: transcriptional activators of Hsp70; HeLa Hsp70 promoter luciferase reporter, luminescence; scaled: vehicle 0, proteasome-inhibitor control 100%; activation, % at 10 µM; actives 0.04% (n = 200,000); AID 1203;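 active = activation above the mean across all tested compounds plus 3 SD, cutoff set per campaign, cut at about 5.5% in these data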;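 note: 100% = MG132 at 30 µM as the positive control and 0% = DMSO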
TNAP inh noacc: blocks human TNAP activity with no phosphate acceptor present | P05186 | purified TNAP, CDP-star luminescence, 30 min | inhibition, % at 20 µM | actives 0.26% (n = 200,000) | AID 1012;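 active = tissue-nonspecific alkaline phosphatase inhibition above about 50% at 20 µM in the single-dose screen, limit read from the data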;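 note: 0% = DMSO negative control and 100% = EDTA positive control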
Target sequence (P05186 whole entry, looked up): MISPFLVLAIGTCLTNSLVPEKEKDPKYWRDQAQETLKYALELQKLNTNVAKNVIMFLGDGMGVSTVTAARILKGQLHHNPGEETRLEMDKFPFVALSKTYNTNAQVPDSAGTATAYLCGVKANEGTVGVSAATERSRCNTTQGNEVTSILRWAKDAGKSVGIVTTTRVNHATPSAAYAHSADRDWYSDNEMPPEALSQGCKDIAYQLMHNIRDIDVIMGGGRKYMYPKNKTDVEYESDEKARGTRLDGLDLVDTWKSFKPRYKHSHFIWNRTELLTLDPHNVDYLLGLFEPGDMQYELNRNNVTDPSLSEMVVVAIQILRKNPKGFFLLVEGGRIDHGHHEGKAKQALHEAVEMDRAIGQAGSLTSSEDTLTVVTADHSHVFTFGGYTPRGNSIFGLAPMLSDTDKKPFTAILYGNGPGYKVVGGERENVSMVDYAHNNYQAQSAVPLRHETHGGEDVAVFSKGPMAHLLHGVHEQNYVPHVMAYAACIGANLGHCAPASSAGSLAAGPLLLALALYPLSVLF
L major viab: reduces viability of Leishmania major promastigotes | inhibition, % at 10 µM | actives 9% (n = 200,000) | resazurin fluorescence viability; in the data active = inhibition above about 50%;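 note: promastigotes grown with compound for 44 hours at 28 °C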
TNAP inh hiacc: TNAP (human) inhibition, high acceptor. P05186. purified TNAP, CDP-star luminescence, 1 M DEA. inhibition, % at 20 µM. actives 0.03% (n = 200,000);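 active = over 50% inhibition of tissue-nonspecific alkaline phosphatase at 20 µM in the single-dose screen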;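 note: plate controls were DMSO wells for no effect and EDTA-quenched wells as full inhibition for full effect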
Redox H2O2 prof: compounds producing H2O2 with reducing agent – biochemical, NIH compound library profiling, artefact control for MLSCN library redox annotation, primary screen. DTT-dependent redox cycling H2O2, phenol red/HRP absorbance; 100% = 100 µM peroxide control, 0% = buffer. activation, % at 10 µM. actives 0.03% (n = 200,000). AID 878;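 active = activation of at least 50% relative to the plate's high and low controls in the primary single-dose screen; inactive = activation below 50%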;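 note: compound incubated with DTT at 0.8 mM final as the reducing agent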
RAM network inh: inhibitors of the yeast RAM network. S. cerevisiae dse1pr::URA3 reporter, 5-FOA growth OD615, 2 d; analog-sensitive cbk1-as2 kinase mutant strain. inhibition, % at 50 µM. actives 1.8% (n = 190,000);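 active = inhibition above a set limit, 3 SD over mean compound inhibition, cut at about 8.4% in these data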;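 note: 0% = DMSO-only wells with no growth and 100% = 10 µM 1-NA-PP1 full growth; inhibition rescues growth on 5-FOA so higher OD means more RAM inhibition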
S1P3 antagonist: S1P3 (human) receptor antagonism. CHO S1P3 NFAT-BLA reporter, FRET fluorescence, antagonist mode. actives 0.27% (n = 170,000). Q99500. inhibition, % at 4.98 µM;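 active = inhibition above the plate cutoff, the mean inhibition of test wells on that plate plus 3 SD, cut at about 28% in these data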;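 note: cells challenged with S1P at its EC80 of 0.8 µM; blue over green emission ratio from cleaved BLA substrate after 4 h stimulation; 0% = S1P-stimulated wells and 100% = unstimulated DMSO-only wells; some compounds past the cut are filed as inactive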
PMI act hi M6P: PMI (human) activation, high substrate; coupled PMI enzyme assay, resazurin fluorescence, 20 min; hits give high values; 1 = untreated enzyme, 0 = substrate-free blank; P34949; activation factor at 20 µM; actives 0.34% (n = 190,000);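 active = activation factor of 2 or more at 20 µM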
Target sequence (P34949 whole entry, looked up): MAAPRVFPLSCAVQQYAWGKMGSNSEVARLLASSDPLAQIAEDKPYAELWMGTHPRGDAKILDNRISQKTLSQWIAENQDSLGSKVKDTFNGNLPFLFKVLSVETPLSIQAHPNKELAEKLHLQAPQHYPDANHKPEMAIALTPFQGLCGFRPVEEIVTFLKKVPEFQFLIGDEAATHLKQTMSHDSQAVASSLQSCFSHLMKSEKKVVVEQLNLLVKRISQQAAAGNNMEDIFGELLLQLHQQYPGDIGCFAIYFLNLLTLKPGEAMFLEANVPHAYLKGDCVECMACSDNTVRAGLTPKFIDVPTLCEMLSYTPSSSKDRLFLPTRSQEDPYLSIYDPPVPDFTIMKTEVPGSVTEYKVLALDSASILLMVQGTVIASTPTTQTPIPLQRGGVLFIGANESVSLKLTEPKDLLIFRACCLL
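assay system = human phosphomannose isomerase with PGI, G6PDH, diaphorase coupling enzymes | quantity = 15 ng/mL PMI | incubation = enzyme reaction with compound 20 min at room temperature | medium = HEPES pH 7.4 buffer with MgCl2 and Tween-20 | compound dosing = one concentration, 20 µM, in 1% DMSO | measured by = Diaphorase-driven resazurin-to-resorufin fluorescence, excitation 544, emission 590 nm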
Efa HMGR inh: E. faecalis class II HMG-CoA reductase inhibition | inhibition, % at 10 µM | actives 0.41% (n = 190,000) | purified E. faecalis HMGR, NADPH absorbance 340 nm kinetic;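 active = inhibition above a set limit, the median over all tested compounds plus 3 SD, cut at about 9.5% in these data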;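 note: enzyme runs in reverse so mevalonate oxidation gives rising NADPH absorbance; 0% = complete reaction with DMSO and 100% = background rate lacking mevalonate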
PMI act: phosphomannose isomerase (human) activation | actives 0.005% (n = 190,000) | AID 1214 | P34949 | purified human PMI, coupled resazurin fluorescence, 20 min; hits give high values; 1 = vehicle control, 0 substrate-free wells | activation factor at 20 µM;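 active = activation factor of 2 or more at 20 µM, relative to plate controls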
Active calls of the source: *; nt = no result given; & = joins results of further samples.

SMILES	Hsp70 activator	TNAP inh noacc	L major viab	TNAP inh hiacc	Redox H2O2 prof	RAM network inh	S1P3 antagonist	PMI act hi M6P	Efa HMGR inh	PMI act
O=C(CC1CCCC1)Nc1ccc2c(c1)CCC2	0.1	3	3	0	0.8	-1.7	nt	0.9	0	1.1
COc1cccc(NC(=O)Nc2cccs2)c1	0.1	-8	-4	0	1.6	1.2	-36	0.9	-3	1.2
CC(NC(=O)C(=S)N1CCN(C)CC1)c1ccccc1 (centres undefined)	-0.1	-5	-3	-1	0.0	2.4	8	1	-5	0.9
OC(c1ccccc1)(c1ccccc1)C1CCN(C(=S)NCCc2ccccc2)CC1	-0.1	-18	46	-7	-0.2	5.8	-26	0.9	-7	0.8
Cc1n[nH]c(C)c1S(=O)(=O)N1CCCC(C(=O)N2CCN(c3ccc(Cl)cc3)CC2)C1 (centres undefined)	-0.5	38	52*	-3	1.9	0.3	-27	1	-3	1
CCCC(C)C(=O)OCC(=O)Nc1ccc(Br)cc1 (centres undefined)	-0.1	-15	8	-1	0.2	0.2	-1	1.1	2	1.2
COc1ccc(C(=O)N2CCCCC2)cc1S(=O)(=O)Nc1cccc(C(=O)O)c1	-0.3	-14	-6	-5	-0.1	0.9	nt	1.1	0	1.1
COc1ccccc1CNC(=O)C1(c2ccc(Cl)cc2)CC1	-0.2	-5	1	-7	-0.5	-0.8	6	1	-6	1.1
CCN(CC)CCN=C1CCCc2ccccc2N1	-0.4	-8	0	2	16	0.3	-3	1	-5	1
Oc1ccc(/C=N/Nc2nccnc2Cl)c(O)c1	-0.5	11	100*	17	-0.4	0.5	nt	0.8	-2	0.8
CCc1nnc(NC(=O)CSc2nc3ccccc3o2)s1	-0.2	-6	-9	-5	-1.8	-1.1	nt	1.1	-2	1.1
N#Cc1ccc(/C=N/NC(=O)c2cc(-c3cccs3)nc3ccccc23)cc1	-0.4	1	29	1	0.8	1.4	-4	1	-6	0.8
CC1CCN(c2nc(N3CCCCC3)nc(N3CCCCC3)n2)CC1	0.7	-9	8	-5	-0.8	0.3	3	1.1	-1	1
COc1ccc(CCN2CC(C(=O)O)CC2=O)cc1OC (centres undefined)	0.0	-5	-1	3	0.0	0.4	nt	1.1	1	0.9
Cc1ccc(OCC(=O)N/N=C/C=C/c2ccco2)cc1C	-0.1	-25	-2	-2	0.1	0.5	1	0.7	-5	0.9
CCCS(=O)(=O)N1CCCC(C(=O)NCCN2CCOCC2)C1 (centres undefined)	-0.2	-15	-3	-7	-12	1.6	-15	1.1	1	1
CC1CCN(c2ccc(NC(=S)NC(=O)c3ccco3)cc2)CC1	-0.2	4	-4	0	-3.4	-0.3	nt	1	2	0.8
C/C(=N\OCC(=O)Nn1c(C)nc2ccccc2c1=O)c1ccccc1	-0.1	-14	-4	-3	0.2	0.6	5	1	4	1.1
CC(NC(=O)C(NC(=O)C1CCCN1C(=O)OC(C)(C)C)C(C)C)C(N)=O (centres undefined)	0.0	-6	-6	2	0.3	0.1	-26	0.9	-5	1.1
Cc1cccc(NC(=O)CSc2nc(C)c(Cc3ccccc3)c(=O)[nH]2)c1C	-0.1	-1	-3	2	-1.0	2.1	0	1.1	-1	1.1
O=C(N/C(=C\c1cccnc1)c1nc2ccccc2[nH]1)c1cccc(Br)c1	0.0	-22	10	-2	-0.9	0.3	-6	1	-1	1
CCn1c(CNc2ccc(Cl)cc2)nnc1SCCN1CCCCC1	-0.3	-6	14	-1	1.0	0.0	nt	1.1	3	1.1
O=C(CSc1nnc(-c2cccs2)o1)N1CCc2ccccc21	-0.2	-5	2	2	0.1	3.8	10	1	5	1.1
CC(C)(C)c1cc(C(=O)N/N=C/c2ccc(O)cc2)n(-c2ccccc2)n1	0.1	-16	29	-1	-0.3	-0.5	-3	1.1	-7	1
CC(=O)OCC(OC(C)=O)C(OC(C)=O)C(OC(C)=O)C(=O)Nc1ccc(C)cc1C (centres undefined)	-0.3	-17	-4	-9	2.5	-0.5	4	1.1	-2	1
COc1ccc(OC)c(N2C(=O)CC(Cc3ccc(C)cc3)C2=O)c1 (centres undefined)	0.3	-9	-1	-3	-0.4	-0.7	16	1	-8	1.1
CCN(CC)S(=O)(=O)c1ccc(C(=O)N(c2ccc(C)cc2)C2C=CS(=O)(=O)C2)cc1 (centres undefined)	-0.6	-5	4	-2	-3.0	2.4	-10	1.1	-2	1.2
CCN1C(=O)C(CC(=O)Nc2ccc(OC)cc2)N(CCc2ccc(OC)cc2)C1=S (centres undefined)	0.2	-2	37	-2	-0.6	6.0	0	1	-3	1
C=CCc1cccc(C=Nc2cccn3cc(-c4ccccc4)nc23)c1O	-0.2	5	6	3	-0.9	0.7	-23	0.9	0	1
Cc1ccc(CN2C(=O)S/C(=C\c3ccccc3OCC(=O)O)C2=O)cc1	-0.3	-4	-5	-3	0.7	4.2	-2	0.9	-11	0.9
O=C(C1CCN(S(=O)(=O)c2cccnc2)CC1)N1CCCCC1	-0.2	-23	-7	-6	0.0	1.7	nt	1	2	1
O=C(CCCOc1ccc(Cl)cc1Cl)N1CCN(c2ccccn2)CC1	-0.1	-15	-5	-8	-0.8	1.0	-21	0.9	1	0.9
COc1ccc(CNC(=O)C2CCCN(S(=O)(=O)c3cnc[nH]3)C2)cc1 (centres undefined)	-0.4	-10	1	0	-0.7	2.0	-10	1.1	-6	1
CS(=O)(=O)N(CC(=O)NC1CC1)C1CCCCC1	-0.2	-12	-3	-6	-0.2	1.4	-2	1.1	2	1
COc1ccc(S(=O)(=O)N2CCCC(C(=O)N3CCOCC3)C2)cc1C (centres undefined)	-0.4	-12	-2	-4	-3.2	0.0	-24	0.9	0	0.9
CSc1ncccc1C(=O)OCC(=O)c1ccc(Br)s1	-0.2	-12	-11	1	0.1	4.9	-10	0.9	-1	1
CN1CCc2c(c3c(n2C)CCN(C)[C@@H]3c2cccnc2)[C@H]1c1cccnc1	-0.1&0.0	-4&-1	-5&-6	2&0	-3.2&-0.4	-1.2&4.0	-2	1.1&1.1	1&-2	1&1.4
O=C1CC(c2ccc(F)cc2)CC2=C1C=Nc1ccccc1N2 (centres undefined)	-0.3	-10	42	-10	-0.2	0.0	-2	1	-2	1.1
COC(=O)C1=C(C)NC(C)=C(C(=O)OC)C1C1CC=CCC1 (centres undefined)	0.1	-2	-8	2	0.9	4.7	nt	1.1	15*	1
O=C1C=C(NCCNc2c(F)c(F)c(CO)c(F)c2F)CCC1	-0.3	-5	-3	-4	-0.2	-0.1	nt	1	-2	1
Cc1cc(C(=O)COC(=O)c2ccc(O)cc2)c(C)n1-c1ccccc1F	-0.2	-21	1	-5	0.7	3.9	-3	0.8	3	0.8
CCOC(=O)c1c(NC(=O)CSc2nc3c(c(=O)n(C)c(=O)n3C)n2C(C)C)sc(C)c1C	0.0	-6	-3	-1	-2.5	-1.6	-36	0.9	3	0.8
Fc1ccc(C2C3=C(Nc4ncnn42)c2ccccc2OC3c2ccncc2)cc1 (centres undefined)	-0.4	-11	18	-8	0.1	-0.3	nt	0.9	1	0.8
C=CCN1C(=O)N(c2ccc(Cl)cc2)C(=O)C1CC(=O)Nc1ccc(F)cc1 (centres undefined)	-0.1	-13	11	-8	0.0	0.2	-16	1	2	1
CCOc1cc(C(=O)OC(C)C(=O)Nc2ncc(Cl)cc2Cl)ccc1OCC(=O)N1CCOCC1 (centres undefined)	-0.3	-8	73*	-2	-0.7	1.4	2	1.1	-8	1.1
Cc1noc(C)c1CN(C(=S)NC(C)C)c1ccccc1	-0.2	-3	-7	3	0.1	-0.5	-7	1	-7	1
CCCC(=O)Nc1nn(CCC)c2nc3ccccc3cc12	-0.2	-30	17	-3	-0.1	1.9	nt	1.1	-3	1
c1ccc2c(c1)oc1c(NCCCN3CCOCC3)ncnc12	0.0	-17	96*	-8	-1.9	1.9	nt	0.9	-7	0.9
O=C(Nc1ccc(N2CCCC2)cc1)c1cccc(F)c1	0.1	-5	8	2	3.4	2.0	27	0.7	1	0.7
CN(C)c1cc2c(c(N(C)C)c1)C(=O)c1ccccc1C2=O	-0.1	12	1	20	-3.8	0.2	nt	0.5	-5	0.7
OCC1CCCN(C2CCN(Cc3nc(Cc4cccc(C(F)(F)F)c4)no3)CC2)C1 (centres undefined)	0.0	-10	89*	-4	0.0	0.1	-17	1	1	1
CC(/C=C/c1ccccc1F)=N\NC(=O)c1cccc(F)c1	-0.1	-11	90*	-3	0.0	0.6	8	1.1	0	1.1
COc1cc(CNCCc2ccccc2)ccc1OCC(N)=O	0.0	-12	-2	2	-0.1	1.6	-6	0.9	2	0.9
CC(C)(C)C(=O)NC(=S)Nc1ccc(Cl)c(C(=O)O)c1	0.0	0	-3	-5	0.3	3.2	-6	0.8	2	0.8
O=C(CSc1ccc2nnc(-c3cccnc3)n2n1)NCc1ccco1	-0.1	-10	1	-5	0.5	0.3	-11	1.2	-2	1.1
C/C(=N\NC(=O)c1ccc(Cn2cc(Br)cn2)o1)c1cccc(NC(=O)C(C)(C)C)c1	-0.1	-5	36	-3	-0.1	-0.3	3	0.9	0	1.1
CCCn1c(C)cc(C(=O)CSc2nc3nc(C)cc(C)n3n2)c1C	-0.4	-6	-1	-2	0.0	1.4	5	1	0	1.1
CCCC(=O)NC(c1ccco1)c1cc([N+](=O)[O-])c2cccnc2c1O (centres undefined)	-0.3	18	4	18	-1.1	2.0	-21	0.9	0	1.2
N#Cc1ccsc1NC(=O)COC(=O)c1ccc(NC(N)=O)cc1	0.1	-11	-2	-2	-0.2	3.7	-1	0.9	2	1
CCOC(=O)CC(c1ccc(N)cc1)n1c(C)ccc1C (centres undefined)	0.2	-5	2	-3	0.0	0.4	-6	1	-3	1
CCN(CC)c1ccc(C(=O)OCC(=O)Nc2cc3oc4ccccc4c3cc2OC)cc1	-0.1	-2	-3	0	2.1	4.4	-5	0.9	-7	0.9
CN(Cc1nc(C(c2ccccc2)c2ccccc2)no1)CC1COCCO1 (centres undefined)	-0.4	-9	-1	-3	-0.5	0.9	17	nt	-4	nt

3 compounds already listed, ordered by the number in Redox H2O2 prof, highest first.
smiles	Hsp70 activator	TNAP inh noacc	TNAP inh hiacc	Redox H2O2 prof	RAM network inh	S1P3 antagonist	PMI act hi M6P	Efa HMGR inh	PMI act
O=C(Nc1ccc(N2CCCC2)cc1)c1cccc(F)c1	0.1	-5	2	3.4	2.0	27	0.7	1	0.7
CCCC(=O)NC(c1ccco1)c1cc([N+](=O)[O-])c2cccnc2c1O (centres undefined)	-0.3	18	18	-1.1	2.0	-21	0.9	0	1.2
CN(C)c1cc2c(c(N(C)C)c1)C(=O)c1ccccc1C2=O	-0.1	12	20	-3.8	0.2	nt	0.5	-5	0.7

Screening results: PubChem BioAssay, several laboratories
